Source: PubChem BioAssay (Johns Hopkins Ion Channel Center)
Kir21 inh = inhibitors of mouse Kir2.1 inward-rectifier potassium channel; P35561; AID 1672; actives 0.85% (n = 310,000); HEK293-Kir2.1, FluxOR thallium flux fluorescence; active compounds read low; B-score at 10 µM;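 active means fluorescence ratio B-score at or below minus 3 SD of library scores, with starting-brightness B-score within 2 SD, cut at about -4.2 in these data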;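 further: channel flux triggered by added potassium and thallium sulfate stimulus; B-score of peak minus minimum fluorescence over baseline after thallium stimulus; more negative B-score means stronger Kir2.1 block with less thallium influx; some compounds called inactive have numbers as strong as hits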
Target sequence (P35561 whole entry, looked up): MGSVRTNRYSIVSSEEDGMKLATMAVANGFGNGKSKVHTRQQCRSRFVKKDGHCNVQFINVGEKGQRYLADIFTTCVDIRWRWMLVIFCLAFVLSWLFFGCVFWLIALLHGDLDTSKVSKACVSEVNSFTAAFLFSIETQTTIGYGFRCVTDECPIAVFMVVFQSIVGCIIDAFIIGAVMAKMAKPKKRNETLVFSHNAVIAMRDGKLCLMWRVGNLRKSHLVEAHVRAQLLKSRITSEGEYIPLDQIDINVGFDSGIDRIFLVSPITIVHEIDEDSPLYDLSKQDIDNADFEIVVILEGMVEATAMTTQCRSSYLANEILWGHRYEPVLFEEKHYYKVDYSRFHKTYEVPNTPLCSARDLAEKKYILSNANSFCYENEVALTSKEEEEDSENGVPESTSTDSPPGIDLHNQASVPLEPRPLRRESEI
CHT inh = inhibitors of human choline transporter CHT | Q9GZV3 | CHT-expressing cells, membrane potential dye, choline response; active compounds read low | B-score at 10 µM | actives 0.86% (n = 310,000) | AID 488975;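 active means B-score over 3 SD under the library average, and starting fluorescence ratio not unusually high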;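 further: choline stimulus applied at its EC90 after an EC20 pre-addition; B-score computed on integrated fluorescence ratio after choline addition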
Target sequence (Q9GZV3 whole entry, looked up): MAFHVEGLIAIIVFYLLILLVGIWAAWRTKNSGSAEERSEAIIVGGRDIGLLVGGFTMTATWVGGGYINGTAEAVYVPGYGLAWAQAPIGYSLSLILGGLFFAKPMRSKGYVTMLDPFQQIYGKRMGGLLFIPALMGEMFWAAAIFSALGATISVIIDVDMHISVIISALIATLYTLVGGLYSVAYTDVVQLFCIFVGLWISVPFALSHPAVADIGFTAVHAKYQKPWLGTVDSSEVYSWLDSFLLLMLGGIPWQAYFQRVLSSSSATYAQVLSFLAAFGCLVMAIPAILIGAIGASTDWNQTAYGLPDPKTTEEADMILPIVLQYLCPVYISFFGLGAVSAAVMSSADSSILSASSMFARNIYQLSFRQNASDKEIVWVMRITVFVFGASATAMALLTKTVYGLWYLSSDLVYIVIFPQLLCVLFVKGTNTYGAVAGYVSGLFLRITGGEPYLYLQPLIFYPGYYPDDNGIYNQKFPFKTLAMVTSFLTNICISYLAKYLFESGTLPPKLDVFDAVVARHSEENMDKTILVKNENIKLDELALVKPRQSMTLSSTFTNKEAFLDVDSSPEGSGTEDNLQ
The depositor's hits bear a star; i = inactive; nt = no result given. Rows are unselected (roughly 1.6% active in at least one column).

canonical_smiles	CHT inh	Kir21 inh
NC(=O)CC(NC(=O)c1ccccc1)c1ccc(NC2CCC2)c([N+](=O)[O-])c1 (stereo unspecified)	i	0.84
COc1ccccc1NC(=O)c1ccc(CS(=O)(=O)c2ccc(C)cc2)cc1	i	0.77
Cc1ccn2c(c1)nc(=O)c1cc(S(=O)(=O)N3CCOCC3)ccc12	i	-2.6
CC1Cc2ccccc2N1C(=O)CSc1nnc(-c2ccc(S(=O)(=O)N3CCOCC3)cc2)n1C (stereo unspecified)	i	0.01
Cc1cc(OCC(=O)N2CCC(C(N)=O)CC2)c2c(C)c(C)c(=O)oc2c1	i	-1.1
COc1ccc2c3c1O[C@H]1C[C@@H](O)C=C[C@@]31CCN(C)C2	i	0.45
CCCC(C)NC(=O)C1c2ccccc2Oc2ccccc21 (stereo unspecified)	i	-1.1
Cc1nnc(NC(=O)NC(C)N2C(=O)C3C4C=CC(C4)C3C2=O)s1 (stereo unspecified)	i	2
COc1ccc(Nc2nc(N)nc(CSC(=S)N3CCOCC3)n2)cc1	i	0.05
Cc1cccc(NC(=O)CCOc2ccccc2)c1	i	0.29
CCN1CCN(C(=O)CN(c2cc(OC)ccc2OC)S(C)(=O)=O)CC1	i	0.8
CCCCSc1nc(O)c(Cc2ccccc2)c(=O)[nH]1	i	1.9
CN1CCc2c(sc(NC(=O)Cc3ccccc3)c2C(N)=O)C1	i	0.47
c1ccc(-c2csc3nnc(SCc4ccc5c(c4)OCCO5)n23)cc1	i	-5.2*
Cc1ccc(CN=C2Nc3ccccc3CS2)cc1	i	-0.76
CCOC(=O)CN1C(=O)C2(OCCCO2)c2ccccc21	i	2.2
O=C(O)CCCCCn1c(SCC(=O)c2ccc(O)c(O)c2)nc2ccsc2c1=O	i	0.66
Cc1ccc(C2=NNC(=O)C(P(=O)(c3ccccc3)c3ccccc3)C2)cc1 (stereo unspecified)	i	-0.1
COc1ccc2nc(SCC(=O)NCC(F)(F)F)[nH]c2c1	i	-0.95
Cc1cc(C)nc(N/N=C/c2ccc(Cl)cc2)n1	i	-1.8
CCOC(=O)Cn1cnc2scc(-c3ccccc3)c2c1=O	i	-0.73
CCCN(CCC)S(=O)(=O)c1ccc(C(=O)Nc2cc3oc4ccccc4c3cc2OC)cc1	i	-0.08
COc1ccc(-c2cc(=O)oc3cc(OC(C)C(=O)NC(Cc4c[nH]c5ccc(O)cc45)C(=O)O)ccc23)cc1 (stereo unspecified)	i	0.91
O=c1c(Cc2ccc(F)cc2)c(O)ccn1Cc1cccc(Cl)c1	i	-0.26
Cc1cccc(C2NC(=O)c3c(sc(C)c3C)N2)c1O (stereo unspecified)	i	0.21
CCn1cc(C(=O)N[C@@H](CC(C)C)C(=O)NCCCn2ccnc2)c(=O)c2cc3c(cc21)OCO3	i	-0.77
O=C(/C=C/c1cc(Br)ccc1F)Nc1cccnc1	i	-1.6
Nc1nc(NCC2CCCO2)nc(Nc2ccccc2F)c1[N+](=O)[O-] (stereo unspecified)	i	-1.3
O=C(NN=C1C2CC3CC(C2)CC1C3)c1cc(Cl)ccc1O	i	-0.1
O=C(Cn1c(CN2CCCCC2)nc2ccccc2c1=O)NCc1ccco1	i	0.95
Cc1ccc(OCCCCN2CCCCC2)cc1	i	0.33
CN(C(=O)Cn1nc(Cl)ccc1=O)C1CCCN(Cc2ccccc2F)C1 (stereo unspecified)	i	-0.4
COc1ccc(NC(=O)CN(C)S(=O)(=O)c2ccc(Cl)cc2)c([N+](=O)[O-])c1	i	-0.73
CC(=O)NC(Cc1c[nH]c2ccccc12)C(=O)OCC(=O)Nc1ccc2c(c1)OCO2 (stereo unspecified)	i	nt
O=C(Nc1nncs1)C1(c2ccccc2)CCCC1	i	-0.91
CCOc1ccc(C(=O)OCC(=O)c2c(N)n(C)c(=O)n(C)c2=O)cc1OCC	i	-0.68
CCOc1cccc2sc(N(CCN(C)C)C(=O)c3ccc(Br)s3)nc12	i	0.15
COc1cccc(NC(=O)C2CCC2)c1	i	nt
Cc1cccc(N(Cc2cc3ccccc3[nH]c2=O)S(C)(=O)=O)c1	i	0.33
O=C(NNS(=O)(=O)c1ccccc1[N+](=O)[O-])c1cc2ccccc2cc1O	-7.3*	-0.96
CCCNC(=O)CN(c1ccc(F)c(Cl)c1)S(C)(=O)=O	i	-1.6
Cc1ncsc1CCSc1n[nH]c(=O)n1-c1ccccc1	i	-1.2
O=c1c2ccccc2nc2ccc(NCc3ccco3)nn12	i	-0.9
OC1(c2ccc(Cl)cc2)CCN(Cc2nc(-c3cnccn3)no2)CC1	i	2.5
O=C1Nc2c(c(=O)[nH]c(=O)n2-c2ccccc2)C(C(F)(F)F)(C(F)(F)F)N1	i	0.41
CNC(=O)c1ccc(NC(=O)CC23CC4CC(CC(C4)C2)C3)cc1	i	-1.9
CC1CCc2c(sc3nc(CSc4nnnn4C)[nH]c(=O)c23)C1 (stereo unspecified)	i	0.76
COCCCNC(=O)Cn1cc(C(=O)C2CC2)c2ccccc21	i	-0.2
c1coc(-c2nnc3sc(Cc4cccs4)nn23)c1	i	-0.66
CS(=O)(=O)n1nc(OC(=O)c2cccc3ccccc23)cc1N	-5.4*	-0.12

Next results.
canonical_smiles	CHT inh	Kir21 inh
CCc1c(C)[nH]c2ccc(C)cc2c1=O	i	0.86
O=C(Nc1ccc(Br)cc1)N1CCCCCCC1	i	-2.2
O=c1cc[nH]c2c(Cl)cccc12	i	0.71
CCn1c(C)nc2cc(S(=O)(=O)C(F)(F)F)ccc21	i	-0.9
O=c1c(O)c(-c2cc(O)c(O)c(O)c2)oc2cc(O)cc(O)c12	i	nt
COc1ccc(N2CCN(S(=O)(=O)c3c(C)n(C)c(=O)n(C)c3=O)CC2)cc1	i	-2.3
COc1ccc(-c2nc(C)sc2CC(=O)O)cc1	i	-2.2
CCOC(=O)c1cc(-c2ccccc2)n(CC(=O)O)c1C	i	nt
COC(=O)c1cn(C(=O)c2ccc(Br)o2)c2ccccc12	i	1
O=C(O)c1cc([N+](=O)[O-])ccc1C(=O)Nc1cccc([N+](=O)[O-])c1	i	0.54
COc1cc(OC)c(NC(=O)[C@@H]2CCC(=O)N2C2OC(=O)c3c2ccc(OC)c3OC)cc1Cl (stereo partly specified)	i	1.4
CC(=O)Nc1c2c(nn1-c1ccccc1C)CS(=O)(=O)C2	i	1
Cc1ccc(N(C(=O)Cn2nnc3ccccc32)C(C(=O)NC2CCCCC2)c2cn(C)nc2C)cc1 (stereo unspecified)	i	0.67
CC(=O)NCCC(=O)Nc1nc(-c2ccccc2Cl)cs1	i	0.56
Cc1ccsc1C(=O)N1CCCC(CCC(=O)NCc2ccccc2F)C1 (stereo unspecified)	i	0.63
COCCNC(=O)C1CC(c2ccc(C(F)(F)F)cc2)=NO1 (stereo unspecified)	i	-1.4
COc1ccccc1N(C(=O)c1ccco1)C(C(=O)NC1CCCC1)c1ccncc1 (stereo unspecified)	i	2.1
COCCNc1nc(SCC(=O)N2CCN(c3ccccc3)CC2)nc2ccccc12	i	-0.64
CCOC(=O)N1CCN(C(=O)c2ccc(CS(=O)c3ccccc3)o2)CC1 (stereo unspecified)	i	-0.22
Brc1cccc(Nc2nc(-c3cccnc3)cs2)c1	i	0.51
CCCCN(C)CCNC(=O)c1cc(-c2cccnc2)nc2ccc(S(=O)(=O)N3CCC(C)CC3)cc12	i	-0.19
CCn1ccnc1C(O)c1cccc2ccccc12 (stereo unspecified)	i	-0.66
Nc1ccccc1C#CC(=O)c1ccccc1	i	-0.23
O=C(CNC(=O)c1ccco1)NCC(=O)OCc1ccccc1Cl	i	-1
Cc1ccc(-c2cc(C(=O)N/N=C/c3c(C)nn(C)c3C)c3ccccc3n2)c(C)c1	i	-0.03
CC1Cc2ccccc2N1C(=O)CSc1ncc(-c2ccc(F)cc2)n1C (stereo unspecified)	i	-3.2
Cc1cnc(C(=O)Nc2ccccc2-c2ccc(C)o2)cn1	i	0.03
CC(C)c1nnc(NC(=O)CCCC(=O)O)s1	i	-1.1
O=C(O)c1ccc(-c2ccc(/C=N/Nc3ccc([N+](=O)[O-])cc3)o2)cc1	i	-5.5
CCCCNCC(=O)Nc1ccc(NC(=O)CNCCCC)cc1	i	-2.4
O=C(/C=C/c1ccccc1)Nc1ccc(Cl)cn1	nt	-0.72
CCn1nnc(C(=O)O)c1C(=O)O	i	0.45
CC(NC(=O)C1CCCN1S(=O)(=O)c1cccc2cccnc12)c1ccccc1 (stereo unspecified)	i	-0.13
O=C(C1CC(=O)N(C2CCCC2)C1)N1CCC(Cc2ccccc2)CC1 (stereo unspecified)	-5.8*	-0.48
O=C(Nc1nccs1)c1ccc2c(=O)n3c(nc2c1)CCCCC3	i	0.11
COCCNc1cc(C)c(C#N)c2nc3ccccc3n12	i	1.5
O=C1CC(N(Cc2ccc3c(c2)OCO3)C(=O)Nc2ccc(F)cc2)C(=O)N1c1ccccc1 (stereo unspecified)	i	-1.2
c1cc2c(cn1)cnc1cscc12	i	-1.7
NC(=O)c1ccsc1NC(=O)COC(=O)c1nc(Cl)ccc1Cl	i	-1.7
COc1ccc(S(=O)(=O)N2CCC(C(=O)NCCc3c[nH]c4ccccc34)CC2)cc1	i	1.6
CC(C)C1Cc2c(C#N)c(N)sc(=S)c2CO1 (stereo unspecified)	i	-0.44
Nc1cc2nc[nH]c2cc1N	nt	-2.2
O=C(CN1C(=O)C2C3c4ccccc4C(c4ccccc43)C2C1=O)N1CCOCC1 (stereo unspecified)	i	-0.16
Nc1ncnc(Nc2ccccc2C(F)(F)F)n1	i	nt
COc1ccc(C(=O)CCC(=O)Nc2cccnc2)cc1OC	i	0.94
O=C(/C=C/c1ccc(Cl)cc1)c1ccc([N+](=O)[O-])o1	i	0.67
CN(C)[C@@H](CO)c1nnc([C@H](Cc2ccc(O)cc2)NC(=O)C2CCNCC2)o1	i	-0.62
COc1ccc(C2C(C#N)=C(N)Oc3cc(C)n(Cc4ccco4)c(=O)c32)cc1 (stereo unspecified)	i	0.81
CC(C)N1CCc2c(sc(NC(=O)Cc3ccccc3)c2C(N)=O)C1	i	0.64
C/C=C(\C)CN1CCC(Oc2cc(C(=O)NC3CC3)ccc2OC)CC1	i	0

Later entries
canonical_smiles	CHT inh	Kir21 inh
CCOc1ccc(CCNC(=O)CCC(=O)N2CCOc3ccc(C)cc32)cc1OCC	i	0.85
CCOC(=O)Cn1ccc(NC(=O)COc2ccc(F)cc2)n1	i	0.51
CC(C)C(NS(=O)(=O)c1cccc(C(F)(F)F)c1)C(=O)N1CCc2ccccc2C1 (stereo unspecified)	i	-3.2
CS(=O)(=O)/C(C#N)=C/c1c(-c2ccccc2)nc2n1CCS2	i	-1.3
Cc1cc(C)c2c(N)c(C(=O)NC3CCCC3)sc2n1	i	0.5
C=CCn1c(C)nc2c(sc3nc4c(cc32)COC(C)(C)C4)c1=O	i	0.56
CCCCC(=O)N1CCN(c2nc3ccc(F)cc3s2)CC1	i	-3
Cn1nc(C(F)(F)F)c(-c2cccc(C(F)(F)F)c2)c1NC(=O)CSCC(=O)O	i	-0.41
CN(CC(=O)NC(=O)NCc1ccccc1)Cc1ccc(Cl)c(Cl)c1	i	-0.02
O=C1N=C(N2CCOCC2)S/C1=C\C=C/c1ccccc1	i	-0.66
Cc1onc(-c2ccccc2)c1C(=O)OCCOc1cccc(Cl)c1	i	0.13
CCOC(=O)N1CCN(Cc2ccc3c(c2)OCO3)CC1	i	0.69
O=C(NCc1ccc2c(c1)OCO2)c1c(O)nc2sccn2c1=O	i	0
Cc1cc(C(=O)CSc2n[nH]c(N)n2)c(C)n1C1CC1	i	-0.04
O=C(NCCCCNC(=O)c1ccc(Br)cc1)c1ccc(Br)cc1	i	-0.89
CCN(Cc1ccccc1)C(=O)c1cc(-c2ccc(OC)c(OC)c2)nc2ccccc12	i	0.78
O=C1N(c2ccccc2)C(c2ccccc2)N2CCCN12 (stereo unspecified)	i	1.4
Cc1cc(Cl)ccc1NC(=O)C(=O)N/N=C/c1ccc2c(c1)OCO2	i	-0.12
O=C1CCc2cc(S(=O)(=O)N3CCCCC3)cc3c2N1CCC3	i	-2.2
N#C/C(=C1\CCCN1)c1nc(-c2ccccc2)cs1	i	-1.9
CCOC(=O)c1sc(=NC(=O)c2ccc(OC(C)C)cc2)n(C)c1C	i	1.9
CCC(C)(C)NC(=O)c1ccc2c(c1)N(CC(=O)NC1CCCC1)C(=O)C(C)(C)O2	i	0.14
CN(C(=O)C1CCN(c2ncnc3c2nc2n3CCCCC2)CC1)C1CCCCC1	i	0.74
Cc1ccc(C)c(NC(=S)N2CCC(NC(=O)c3ccccc3)CC2)c1	i	0.57

Grouped by structure, those above containing a cyano group
canonical_smiles	CHT inh	Kir21 inh
COCCNc1cc(C)c(C#N)c2nc3ccccc3n12	i	1.5
CC(C)C1Cc2c(C#N)c(N)sc(=S)c2CO1 (stereo unspecified)	i	-0.44
COc1ccc(C2C(C#N)=C(N)Oc3cc(C)n(Cc4ccco4)c(=O)c32)cc1 (stereo unspecified)	i	0.81
CS(=O)(=O)/C(C#N)=C/c1c(-c2ccccc2)nc2n1CCS2	i	-1.3
N#C/C(=C1\CCCN1)c1nc(-c2ccccc2)cs1	i	-1.9
